# V-ATPase pH: regulators of yeast V-ATPase proton pumping, primary screen, pHLuorin cytosolic pH fluorescence; S. cerevisiae; response, % at 10 µM; 0.37% of 350,000 active; in the data active = response mostly above about 7.3%, no sharp cut-off; inactive = mostly below about 5.4%; also: actives read high; inactives centre near 0; some compounds called inactive have numbers as strong as hits; reference of the scale not given here
# HTR5A inv ctr: HTR5A inverse agonists in luminescence cell assay, primary screen, counter-screen for OPRM1-OPRD1 heterodimer inverse agonist project, full-deck HTS | 5-hydroxytryptamine receptor 5A (Homo sapiens), P47898 | HTR5A cell line, inverse agonism | inhibition, % at 9.3 µM | 0.083% of 340,000 active; in the data active = inhibition mostly above about 23%, no sharp cut-off; inactive = mostly below about 18%;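 also: 0% = cells with DMSO and 100% = no-cell wells with DMSO; some compounds called inactive have numbers as strong as hits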
# Target sequence (P47898 whole entry, looked up): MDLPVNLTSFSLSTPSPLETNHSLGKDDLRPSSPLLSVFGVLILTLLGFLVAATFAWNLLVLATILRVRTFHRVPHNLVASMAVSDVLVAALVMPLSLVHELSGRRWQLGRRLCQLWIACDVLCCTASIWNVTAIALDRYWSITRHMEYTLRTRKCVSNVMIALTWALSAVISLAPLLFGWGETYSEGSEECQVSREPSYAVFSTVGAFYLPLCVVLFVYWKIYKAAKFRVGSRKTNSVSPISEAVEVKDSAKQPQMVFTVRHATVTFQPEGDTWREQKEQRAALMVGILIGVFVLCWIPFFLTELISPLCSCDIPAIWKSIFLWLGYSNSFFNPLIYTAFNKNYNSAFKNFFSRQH
# MOR-DOR inv ag: inverse agonists of MOR-DOR heterodimerization, primary screen, cell-based, luminescence | inhibition, % at 9.3 µM | Mu-type opioid receptor (Homo sapiens) + Delta-type opioid receptor (Homo sapiens), … | AID 504357, 2011 | 0.21% of 340,000 active | cell-based MOR-DOR heterodimer luminescence, inverse agonism; in the data active = inhibition above about 22%, passing the limit was not always enough;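 also: 0% = cells with DMSO and 100% = wells without cells with DMSO; values of inactives mirror those of a sister screen read the other way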
# Cardiac RTF inh: cardiac RTF calcium sensitivity inhibitors, primary screen, biochemical, IANBD-TnC fluorescence, EC70 calcium. Troponin I, cardiac muscle (Homo sapiens) + Troponin T, cardiac muscle (Homo sapiens) + …. IANBD-labeled cardiac RTF, Ca2+ fluorescence. inhibition, % at 7.15 µM. 0.12% of 340,000 active. AID 493244, 2011;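 active = inhibition above the mean inhibition of all tested compounds plus 3 SD, cut at about 17% in these data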;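 also: assay run at fixed EC70 calcium of 1.6 mM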
# HTR5A ag: HTR5A agonists in luminescence cell assay, primary screen, counter-screen for OPRM1-OPRD1 heterodimer agonist project, full-deck HTS. activation, % at 9.3 µM. 0.61% of 340,000 active. cell-based. AID 504692, 2011; in the data active = activation mostly above about 9.5%, no sharp cut-off; inactive = mostly below about 7.6%;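 also: 0% = cells with vehicle only and 100% = reference agonist; strong numbers were not always called active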
# LANA DNA inh: inhibitors of KSHV C-LANA binding to DNA, primary screen, biochemical, fluorescence polarization, FAM-LBS DNA, MBP-C-LANA, single point | Kaposi's sarcoma herpesvirus LANA C-terminal domain (residues 932-1162) DNA binding | 0.078% of 340,000 active | inhibition, % at 9 µM;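 active = highest replicate inhibition at or above 60% at 9 µM, even if other replicates fall short; inactive = all replicates below 60% inhibition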;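 also: 0% = neutral control wells and 100% = 4 µM acridine orange control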
# CAL-PDZ inh HTS: untagged CAL PDZ binding inhibitors, primary screen, biochemical, fluorescence polarization, HTS; 0.92% of 300,000 active; Golgi-associated PDZ and coiled-coil motif-containing protein (Homo sapiens), Q9HD26; purified CAL PDZ, TMR-peptide fluorescence polarization, 1 h; inhibition, % at 24.9 µM;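 active = mean inhibition of at least 30% with at least half of replicates also reaching 30%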;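 also: 0% = DMSO neutral control and 100% = excess unlabeled competitor peptide PRC23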
# MOR-DOR ag: agonists of OPRM1-OPRD1 heterodimerization, primary screen, cell-based, luminescence; AID 504326, 2011; cells; 0.3% of 340,000 active; Mu-type opioid receptor (Homo sapiens) + Delta-type opioid receptor (Homo sapiens), …; activation, % at 9.3 µM; in the data active = activation above about 18%;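 also: 0% = vehicle-treated cells and 100% = reference agonist; values of inactives mirror those of a sister screen read the other way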
# Keap1-Nrf2 PPI: Keap1-Nrf2 protein-protein interaction inhibitors, primary screen, biochemical, fluorescence polarization, single point; Keap1 Kelch-Nrf2 peptide fluorescence polarization, 1536-well; inhibition, % at 9.4 µM; 0.15% of 340,000 active; AID 504523, 2011; in the data active = inhibition above about 12%;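 also: human Keap1 Kelch domain with fluorescein labeled Nrf2 9mer peptide probe; 0% = neutral control wells and 100% = peptide positive control; higher means more block of Keap1 binding to Nrf2 peptide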
# Target sequence (Q14145 whole entry, looked up, the tested form may be a part): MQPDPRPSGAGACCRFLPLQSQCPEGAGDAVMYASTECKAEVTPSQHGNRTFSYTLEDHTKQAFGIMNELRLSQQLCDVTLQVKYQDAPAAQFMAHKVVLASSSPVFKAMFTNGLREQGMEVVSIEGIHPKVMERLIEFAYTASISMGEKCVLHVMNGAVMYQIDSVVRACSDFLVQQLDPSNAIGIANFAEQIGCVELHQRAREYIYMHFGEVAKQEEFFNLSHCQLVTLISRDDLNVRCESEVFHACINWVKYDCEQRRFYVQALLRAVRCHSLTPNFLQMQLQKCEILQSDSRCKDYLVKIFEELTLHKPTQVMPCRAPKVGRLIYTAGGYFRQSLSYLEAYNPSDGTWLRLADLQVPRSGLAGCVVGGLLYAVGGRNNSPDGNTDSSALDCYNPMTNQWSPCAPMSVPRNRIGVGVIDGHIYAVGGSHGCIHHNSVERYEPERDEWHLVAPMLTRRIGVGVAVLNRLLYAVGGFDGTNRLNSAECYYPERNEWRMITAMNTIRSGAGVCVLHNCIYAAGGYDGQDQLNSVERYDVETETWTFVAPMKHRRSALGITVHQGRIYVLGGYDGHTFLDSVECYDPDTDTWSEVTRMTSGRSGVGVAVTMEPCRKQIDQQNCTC
# cardiac RTF act: cardiac RTF calcium sensitivity activators, primary screen, biochemical, IANBD-TnC fluorescence, EC20 calcium | IANBD-labeled TnC RTF fluorescence at EC20 calcium; 0% EC20 calcium, 100% full calcium | activation, % at 7.2 µM | 0.24% of 340,000 active;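 active = activation above the mean over all tested compounds plus 3 SD, cut at about 30% in these data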;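 also: rise in fluorescence read as greater calcium sensitivity of cardiac thin filaments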
# The depositor's hits bear a star; · = no result given.
# The line under a structure holds: V-ATPase pH	HTR5A inv ctr	MOR-DOR inv ag	Cardiac RTF inh	HTR5A ag	LANA DNA inh	CAL-PDZ inh HTS	MOR-DOR ag	Keap1-Nrf2 PPI	cardiac RTF act
> CC(OC(=O)c1ccc(S(=O)(=O)N2CCOCC2)cc1)c1ccccc1 (stereo not drawn)
  1	-25	4	-10	8	-1.4	-6	-0.6	-1	-4
> O=C(Nc1ccc(F)cc1F)NC1CC(=O)N(Cc2ccccc2)C1 (stereo not drawn)
  4	-4	-5	0	2	1.2	2	0.9	-3	8
> O=C(NCCCN1CCc2ccccc2C1)C1CCN(S(=O)(=O)N2CCC3(CC2)OCCO3)CC1
  3	-8	7	-6	3	-1.2	-2	-1.3	-2	-3
> C=CCOc1ccccc1CN1CCCN(C)CC1
  0	4	15	-2	-1	0.3	-4	-3.1	2	-4
> N#Cc1cccn1-c1nccs1
  2	-6	7	-10	3	0.1	-2	-1.5	1	2
> NC(=O)CN(c1ccccc1)C1SC(=O)N(Cc2ccccc2)C1=O (stereo not drawn)
  -1	-2	11	0	1	-2.9	-1	-1.9	0	2
> Cc1cc(OC(=O)c2cc(C(F)(F)F)cc(C(F)(F)F)c2)c([N+](=O)[O-])c(=O)[nH]1
  -5	-39	-1	-13	14	0.2	·	0.2	1	-4
> COc1ccccc1OCC(=O)Nc1ccccc1C(=O)NCc1cccnc1
  6	-15	-26	6	5	0.4	1	3.2	2	-6
> CC(=O)c1ccc(NC(=O)c2ccc(N3C(=O)c4cccnc4C3=O)cc2)cc1
  4	18	4	1	1	0.4	-2	-0.8	1	-3
> O=C(/C=C/c1nc2ccccc2s1)N1CCCCCC1
  -3	-5	8	-11	2	1.9	-1	-1.5	3	17

# Structures shown so far containing a halogen, in the order listed:
# The line under a structure holds: V-ATPase pH	HTR5A inv ctr	MOR-DOR inv ag	Cardiac RTF inh	HTR5A ag	LANA DNA inh	CAL-PDZ inh HTS	MOR-DOR ag	Keap1-Nrf2 PPI	cardiac RTF act
> O=C(Nc1ccc(F)cc1F)NC1CC(=O)N(Cc2ccccc2)C1 (stereo not drawn)
  4	-4	-5	0	2	1.2	2	0.9	-3	8
> Cc1cc(OC(=O)c2cc(C(F)(F)F)cc(C(F)(F)F)c2)c([N+](=O)[O-])c(=O)[nH]1
  -5	-39	-1	-13	14	0.2	·	0.2	1	-4

# 3 entries already listed, ordered by the value under Keap1-Nrf2 PPI, high to low.
molecule	V-ATPase pH	MOR-DOR inv ag	Cardiac RTF inh	LANA DNA inh	CAL-PDZ inh HTS	MOR-DOR ag	Keap1-Nrf2 PPI	cardiac RTF act
COc1ccccc1OCC(=O)Nc1ccccc1C(=O)NCc1cccnc1	6	-26	6	0.4	1	3.2	2	-6
Cc1cc(OC(=O)c2cc(C(F)(F)F)cc(C(F)(F)F)c2)c([N+](=O)[O-])c(=O)[nH]1	-5	-1	-13	0.2	·	0.2	1	-4
O=C(Nc1ccc(F)cc1F)NC1CC(=O)N(Cc2ccccc2)C1 (stereo not drawn)	4	-5	0	1.2	2	0.9	-3	8

# (list continues)
# The line under a structure holds: V-ATPase pH	HTR5A inv ctr	MOR-DOR inv ag	Cardiac RTF inh	HTR5A ag	LANA DNA inh	CAL-PDZ inh HTS	MOR-DOR ag	Keap1-Nrf2 PPI	cardiac RTF act
> CC(C)c1cccc(C(C)C)c1NC(=S)Nc1cccc(Cl)c1
  6	-9	17	-1	3	0.2	-6	-3.4	-6	-2
> O=C(/C=C/c1ccc([N+](=O)[O-])cc1)NCc1ccc2c(c1)OCO2
  -3	13	-16	-12	-1	0.9	0	3.0	0	3
> CCCn1c(/C=C/c2cc[n+](C)cc2)nc2ccccc21
  -5	-14	-6	-14	5	6.8	-3	1.2	4	2
> Cc1ccc(NC(=O)CSCC(=O)O)cc1
  -1	-6	16	-2	2	1.4	-2	-3.5	-7	9
> O=C(c1cccc(S(=O)(=O)Nc2ccccc2Cl)c1)N1CCCCCC1
  1	-2	4	-17	1	-0.9	-8	-0.6	-7	0
> Cc1cc(S(=O)(=O)/N=C(\N)c2ccc(C(N)=O)cc2)cc(C)c1F
  4	-16	3	3	4	0.0	0	-0.7	0	-4
> O=C1OC(c2ccccc2)/C(=C(/O)c2ccc(Cl)cc2)C1=O (stereo not drawn)
  -15	-25	7	-4	-3	-1.0	-2	-1.5	-1	2
> CC(C)Cn1c(CN2CCN(C)C(CCO)C2)nc2ccccc21 (stereo not drawn)
  2	-8	11	-2	2	-0.3	-1	-2.2	-3	3
> CCN(c1ccccc1)S(=O)(=O)c1cc2c3c(c1)C(C)C(=O)N3CCC2 (stereo not drawn)
  -3	7	1	-7	-2	-1.9	-8	-0.2	1	0
> CCCCOC(=O)c1ccc(NC(=O)C(=O)NCC2CCCO2)cc1 (stereo not drawn)
  0	-1	-1	-5	3	-0.3	-4	0.1	6	4
> CN(CC(=O)Nc1ccc(F)cc1)C(=O)c1ccc(OCc2ccccc2)cc1
  2	-5	3	3	5	0.4	-1	-0.7	-2	-15
> CC(C)(C)c1ccc(NC(=O)NCc2ccco2)cc1
  -3	-10	11	-3	4	0.5	-1	-1.9	1	-2
> Nc1ccccc1Nc1cc(-c2cccc(Cl)c2)nn1-c1ccccc1
  4	1	-44	-6	-1	-1.3	-6	8.4	-1	2
> COc1ccc(CNC(=O)N2CCN(c3ccc(F)cc3)CC2)cc1Cl
  0	-7	4	0	3	2.3	1	-0.7	-3	1
> O=C(Nc1ncccn1)c1ccc(Cl)c([N+](=O)[O-])c1
  3	9	11	3	-2	0.6	0	-2.3	-2	-9
> CC1CCN(C2=C(NS(=O)(=O)c3ccc(Br)cc3)C(=O)c3ccccc3C2=O)CC1
  -1	-14	-65	-9	4	0.2	0	13	-4	-6
> Cc1ccc(C(=O)Cn2nnc(-c3cccs3)n2)cc1
  2	-14	2	6	1	-1.3	0	-0.3	0	-1
> O=C(CN1CCN(S(=O)(=O)c2ccc(F)cc2)CC1)NCc1cccs1
  -1	-13	9	-6	1	0.2	0	-1.4	1	0
> O=S(=O)(/C(=C\c1ccc(C(F)(F)F)cc1)c1nc2ccccc2[nH]1)c1ccccc1
  6	3	-3	-6	-1	-2.4	4	0.5	-14	2
> O=C1CN(C(=O)c2cccc(Br)c2)c2ccccc2N1
  1	20	6	-6	-1	-1.0	3	-0.9	2	-6
> CCCCOC(=O)C1[C@H]2C(=O)N(CCc3ccccc3)C[C@]23C=C[C@H]1O3 (stereo partly drawn)
  -3	-2	20	-6	2	-0.5	1	-3.5	-4	-4
> O=C(Nc1nc2nccc(-c3ccccc3)n2n1)C(Cl)(Cl)Cl
  -3	-8	2	-5	2	0.2	-2	-0.4	3	5
> Cc1ccc(S(=O)(=O)Nc2ccc3c(c2)nc(CN2CCCC2)n3C)cc1
  -1	4	-7	-1	-2	-1.1	-5	1.4	1	-5
> C=C1C(=O)C2=CC1CCC(=O)C1(C)CCC(OC(C)=O)C(C)(C)C1CC2O (stereo not drawn)
  -2	-11	20	-6	3	-1.5	-2	-4.6	-16	-4
> CC(C)C[C@@H](CNCC(=O)[C@H](Cc1ccccc1)NC(=O)c1[nH]cnc1C(=O)N[C@H](CN)CC(C)C)NC(=O)c1nc[nH]c1C(=O)N[C@@H](CC(=O)O)C(=O)O
  1	1	6	-10	0	0.3	-4	-1.4	-4	10
> Cc1ccc(C)n1-n1cnc2sc(-c3ccccc3)cc2c1=O
  -2	-23	-19	-5	9	-0.1	-4	3.4	-6	12
> O=C1CCC(=O)N1CCc1c[nH]c2ccccc12
  -1	0	3	-3	3	0.9	3	-0.7	2	-7
> CCCCN(C(=O)CSc1n[nH]c(-c2ccc(C)cc2)n1)c1c(N)n(CCCC)c(=O)[nH]c1=O
  -1	3	-5	-7	-1	-2.5	-3	1.0	-1	2
> Cc1ccc(S(=O)(=O)N2CCC(C(=O)N/N=C/c3cccn3C)CC2)cc1
  11*	-2	14	2	1	-1.3	·	-2.7	-4	1
> O=C(Nc1ccc(F)cc1)c1nsc(Cl)c1Cl
  ·	-6	-4	10	3	-0.4	-3	0.6	0	-1

# Remaining list, next part
Molecule,V-ATPase pH,HTR5A inv ctr,MOR-DOR inv ag,Cardiac RTF inh,HTR5A ag,LANA DNA inh,CAL-PDZ inh HTS,MOR-DOR ag,Keap1-Nrf2 PPI,cardiac RTF act
CCOC(=O)Cc1csc(NC(=O)COc2ccc3c(C)cc(=O)oc3c2)n1,-2,6,-4,-3,1,-2.2,-3,0.7,-4,2
NCCc1nnc(SCc2c(Cl)cccc2Cl)o1,8,-46,-4,-4,-6,-1.5,-1,0.9,-6,12
CCOC(=O)c1c(NC(=O)C(NCCN(C)C)c2ccccc2)sc2c1CCCC2 (stereo not drawn),-2,-8,-6,-7,3,-3.5,-2,1.1,-3,-6
COC(=O)CN1C(=S)N(c2ccc(F)cc2)C(=O)C1CC(=O)Nc1ccccc1 (stereo not drawn),0,10,5,12,-4,0.4,1,-1.1,3,2
C/C=C(\C)C(=O)OC1c2c(ccc3ccc(=O)oc23)OC(C)(C)C1OC(C)=O (stereo not drawn),-4,-2,2,-9,1,2.4,-7,-0.4,2,-4
Cn1c2ccc(F)cc2c2ncn(CCCN(CCO)CCO)c(=O)c21,1,17,20,4,4,-1.8,-3,-3.6,-7,-3
O=C(C1=C[C@H](C2CCCCC2)C[C@H](OCc2ccc(CO)cc2)O1)N1CCOCC1,0,12,14,-7,-5,-4.1,-2,-2.6,-2,4
NS(=O)(=O)c1ccc(CCNC(=O)CNC(=O)c2ccc(F)cc2)cc1,-1,-17,6,-5,7,-0.7,·,-0.9,-1,-4
O=C(Cc1nnc(NC(=O)Nc2ccccc2)s1)NCc1ccccc1,3,-6,2,0,3,-2.7,1,-0.3,-3,-6
O=C(Nc1ccc2ccccc2c1)Nc1ccc2snnc2c1,1,-17,-18,15,2,0.0,-3,3.0,-2,-7
Cc1ccc(NCc2nnc(SCCN3CCCCC3)n2CC2CCCO2)cc1Cl (stereo not drawn),2,0,9,8,3,0.7,-4,-1.4,-3,3
FC(F)(F)c1cccc(NC(=S)Nc2ccc(Cl)c(Cl)c2)c1,1,·,·,·,·,-0.9,-3,·,-4,·

# Complete entries as entered above. Order of values: V-ATPase pH | HTR5A inv ctr | MOR-DOR inv ag | Cardiac RTF inh | HTR5A ag | LANA DNA inh | CAL-PDZ inh HTS | MOR-DOR ag | Keap1-Nrf2 PPI | cardiac RTF act
# Results for O=C(Nc1ccc2ccccc2c1)Nc1ccc2snnc2c1 = 1 | -17 | -18 | 15 | 2 | 0.0 | -3 | 3.0 | -2 | -7
# Results for O=C(Cc1nnc(NC(=O)Nc2ccccc2)s1)NCc1ccccc1 = 3 | -6 | 2 | 0 | 3 | -2.7 | 1 | -0.3 | -3 | -6

# Assay outcomes: PubChem BioAssay, several laboratories

# Compounds were not picked by outcome, and some 2.8% of all compounds hit somewhere here.
